# PGC1a acetyl inh – modulators of PGC1a acetylation; U2OS PGC1a acetylation, AlphaScreen anti-acetyl-lysine; with virally co-expressed GCN5 acetyltransferase; inhibition, % at 15.6 µM; 0.17% of 350,000 active;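 active means every replicate shows inhibition of at least 40%; inconclusive means mean inhibition at least 40% but some replicate below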;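 further: 0% = neutral control wells and 100% = positive control wells; some results beyond the cut were filed as inactive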
# INS-1E GSIS act – primary screen for activators of insulin secretion dependent on glucose, INS-1E cells, GLuc reporter luminescence; INS-1E GLuc reporter insulin secretion, 2-3 h; activation, % at 16.6 µM; 0.61% of 370,000 active;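 active means lowest replicate activation of at least 40%, so every replicate reaches that level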;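 further: 0% = median of neutral control wells and 100% = median of IBMX positive control wells; some compounds called inactive have numbers as strong as hits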
# PglD DTNB – PglD (C. jejuni) enzyme inhibition; purified PglD enzyme, DTNB colorimetric CoA detection; inhibition, % at 12.5 µM; 0.098% of 360,000 active; AID 602405; in the data active means inhibition above about 16%, passing the limit was not always enough; inconclusive means no clear call, values can overlap the other calls; further: strong numbers were not always called active
# LGR2 inh – inhibitors of bursicon-induced Drosophila LGR2 receptor cAMP signaling; HEK293 LGR2, CRE-luciferase, bursicon-stimulated, 4 h; inhibition, % at 9.99 µM; 0.35% of 380,000 active; AID 720647;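 active means drop in luminescence signal, shown as inhibition above about 50% in the replicate tests, limit read from the data, passing the limit was not always enough; inconclusive means probably only some replicates passing the limit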;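 further: agonist challenge used bursicon conditioned medium at about half maximal strength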
# Statin myotox sup – protects C2C12 myotubes from simvastatin toxicity | ATP luminescence, 48 h; scaled: DMSO 0, geranylgeraniol control 100 | rescue of ATP level, % at 7.49 µM | 0.78% of 330,000 active | AID 602340;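 active means mean ATP rescue above about 67%, or every replicate alone reaching that limit, limit read from the data, passing the limit was not always enough; inconclusive means no clear call, values can overlap the other calls; inactive means mean under the limit and some replicate under it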;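 further: myotubes were challenged with 10 µM simvastatin during compound exposure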
# PAX8 inh HTS – inhibitors of PAX8 transcriptional activity in RMG-I cells | 1.2% of 360,000 active | AID 652154 | RMG-I TPO-luciferase reporter, SteadyGlo, 24 h | inhibition, % at 12.6 µM;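 active means mean replicate inhibition at least 60% with every replicate also reaching 60%; inconclusive means only one of the two criteria is met; inactive means mean below 60% and not all replicates reaching 60%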;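 further: luciferase light reporting Pax8 driven TPO promoter activity; plate controls were median of neutral control wells for no effect and mitoxantrone controls for full effect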
# Cneo AK release – Cryptococcus neoformans lysis via adenylate kinase release. C. neoformans lysis, adenylate kinase release luminescence, 4 h; normalised: neutral wells 0, clomiphene wells 100. lysis activity, % at 15 µM. 0.2% of 360,000 active. AID 651654;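 active means mean lysis activity across replicates of at least 80%, whatever share of replicates individually reach that level; inactive means mean lysis activity below 80%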
#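 read-out = cell lysis signal | test system = log-phase Cryptococcus neoformans yeast cells | input = cells at 5 × 10^6 per mL | medium = fresh YPD growth medium | signal = luminescent adenylate kinase detection reagent | timing = 4 h at 37 °C static, read 1 h later | dosing = single dose | controls = Clomiphene as positive lysis control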
# ARNT TACC3 PPI – disruptors of human ARNT/TACC3 interaction | AlphaScreen His-ARNT PAS-B/GST-TACC3 binding, luminescence; TACC3 fragment carries E629A point mutation | inhibition, % at 9.99 µM | 0.66% of 390,000 active | Q9Y6A5;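 active means mean inhibition of replicates at least 50% and at least half of replicates each reaching 50%; inconclusive means half or more replicates reach 50% but mean below 50%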;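 further: 0% = complete ARNT plus TACC3 wells and 100% = ARNT alone without TACC3; many hits fall short of the cut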
# Starred values were filed as active, the others as inactive; ? = inconclusive; · = no result given; & = joins results of further samples.
# Sample of the layout (4 entries):
molecule	INS-1E GSIS act	PglD DTNB	Statin myotox sup	Cneo AK release	LGR2 inh	ARNT TACC3 PPI	PAX8 inh HTS	PGC1a acetyl inh
C/C=C/c1ccc([C@@H]2[C@@H](C#N)N(c3nc(CC)cs3)[C@H]2CO)cc1	-5.8	-0.6	23.1	46.0	-0.3	-4.3	1.7	-7.5
O=C(C1CC1)N1CC(=O)N2[C@H](C1)[C@H](c1ccc(C#CCc3ccccc3)cc1)[C@@H]2CO	-15.8	·	·	·	16.9	·	1.7	1.3
C[C@@H]1CN([C@H](C)CO)C(=O)Cc2cc(NC(=O)Nc3ccc(F)cc3)ccc2O[C@H]1CN(C)Cc1ccc(C(F)(F)F)cc1	-13.5	·	37.2	·	3.2	·	·	-7.1
C/C(=N\NC(=O)c1ccc(Cl)cc1)c1ccc2[nH]ccc2c1	-10.8	-2.2	-6.2	-0.3	7.9	14.5	-26.7	-1.8

# The list itself, from the first entry:
molecule	INS-1E GSIS act	PglD DTNB	Statin myotox sup	Cneo AK release	LGR2 inh	ARNT TACC3 PPI	PAX8 inh HTS	PGC1a acetyl inh
C/C=C/c1ccc([C@@H]2[C@@H](C#N)N(c3nc(CC)cs3)[C@H]2CO)cc1	-5.8	-0.6	23.1	46.0	-0.3	-4.3	1.7	-7.5
O=C(C1CC1)N1CC(=O)N2[C@H](C1)[C@H](c1ccc(C#CCc3ccccc3)cc1)[C@@H]2CO	-15.8	·	·	·	16.9	·	1.7	1.3
C[C@@H]1CN([C@H](C)CO)C(=O)Cc2cc(NC(=O)Nc3ccc(F)cc3)ccc2O[C@H]1CN(C)Cc1ccc(C(F)(F)F)cc1	-13.5	·	37.2	·	3.2	·	·	-7.1
C/C(=N\NC(=O)c1ccc(Cl)cc1)c1ccc2[nH]ccc2c1	-10.8	-2.2	-6.2	-0.3	7.9	14.5	-26.7	-1.8
O=C1CC(=O)Nc2cc(S(=O)(=O)NCc3cccs3)ccc2N1	41.4*	-1.0	-12.8	0.7	9.0	-0.6	47.8	-1.3
COc1ccc(Cl)cc1NC(=O)CCS(=O)(=O)c1ccc(Br)cc1	-3.4	2.0	-12.6	-0.3	6.6	-0.3	31.8	-3.8
O=C(CSc1nc(-c2ccccc2)cc(C(F)(F)F)n1)NCCN1CCOCC1	·	-2.5	17.3	1.0	·	3.8	·	1.4
COc1ccc(CN(C)C[C@@H]2Oc3ccc(NC(=O)Nc4c(C)noc4C)cc3CC(=O)N([C@@H](C)CO)C[C@@H]2C)cc1	17.7	0.4	4.3	-4.7	-4.1	2.6	-2.0	-0.3
COCCCNC(=O)CSc1nc2ccccc2c(=O)n1CCCN1CCCCC1	10.6	5.1	-0.5	3.5	3.0	-3.3	4.5	-4.4
COc1ccc(/C=N/NC(=O)c2ccccc2O)cc1CN1CCOCC1	-10.6	-3.7	3.5	-0.5	5.4	-2.9	30.2	7.0
CCOC(=O)c1c(C)n(O)c2ccc(Cl)cc2c1=O	·	-4.1	3.8	-2.3	·	-2.2	·	-3.7
O=C1C2C3C=CC(CC3)C2C(=O)N1/N=C/c1ccccc1O (configuration not stated)	-14.1	-2.9	-6.9	2.0	-26.8	-1.9	·	5.7
CCCc1nnc(SCC(=O)N2C(C)CCCC2C)n1CC (configuration not stated)	0.1	·	·	·	1.9	-1.6	2.0	-10.1
CC=Cc1ccc2n(c1=O)C[C@@H]1[C@@H](CO)[C@H](C(=O)NC3CCC3)N(CC)[C@H]21 (mixture of isomers)	1.4	-1.2	23.9	-11.9	-6.0	·	4.1	·
CN1CCN(c2ccccc2NC(=O)c2ccc(-c3ccc(Br)cc3)o2)CC1	·	1.6	-16.3	-2.7	·	-0.6	·	·
Cn1c(N)c(C(=O)COC(=O)Cn2cc(C(F)(F)F)ccc2=O)c(=O)n(C)c1=O	·	0.2	·	-0.4	·	0.1	·	1.9
Cc1[nH]c(C(=O)O)c(C)c1C(=O)OC(C)C	0.6	-4.3	·	-0.4	·	·	8.8	8.0
CN(CC(=O)Nc1cccc(F)c1)C(=O)CSc1ccc(Br)cc1	-55.8	7.2	10.1	·	-8.9	-5.0	4.1	8.8
Cc1cc(N=CC2=C(O)CCCC2=O)no1	-2.8	-3.2	-3.7	1.0	8.2	-8.0	·	·
O=C(COC(=O)/C=C/c1cccc(C(F)(F)F)c1)NCc1ccco1	3.1	-4.6	-5.4	1.2	0.9	-5.4	1.5	·
O=C(Cn1cc(SCc2ccccc2Cl)c2ccccc21)N1CCOCC1	-30.2	1.8	-6.7	10.5	-71.7	·	·	6.0
O=C(NCc1ccc(F)c(F)c1)C1CCC(=O)N(CCc2ccccc2)C1 (configuration not stated)	-5.6	1.6	3.4	8.3	-5.4	2.2	12.6	-3.5
COc1ccc(C(=O)CCc2nc3ccccc3s2)cc1	-7.3	-0.3	·	-1.0	-38.0	-16.4	-14.9	1.8
Cc1ccc(-c2ccc(S(=O)(=O)N3CC(C)OC(C)C3)cc2)cc1 (configuration not stated)	7.9	-1.5	21.5	2.9	-10.4	0.8	-0.1	-18.9
CN(C)CC(O)COc1cccc(OCC(O)CN(C)C)c1 (configuration not stated)	·	1.1	·	-1.6	·	·	-3.5	-7.9
CCCN1C[C@H](C)[C@H](OC)CN(C)C(=O)c2cc(NC(=O)Nc3ccccc3F)ccc2OC[C@H]1C	-13.1	-0.9	29.6	-1.8	-10.7	-4.8	7.1	8.1
COc1cc(NC(=S)NC(=O)c2cccs2)ccc1NC(=O)C(C)C	-1.1	-4.0	1.1	-1.5	-1.9	3.9	-22.8	4.6
Cc1noc(C)c1NC(=O)Nc1ccc2c(c1)C(=O)N(C)[C@@H]1CC[C@H](CC(=O)N[C@@H]3CCN(Cc4ccccc4)C3)O[C@@H]1CO2	2.7	3.4	-12.7	7.0	-13.0	3.7	-18.7	-4.8
CN1C[C@@H]2[C@H](c3ccccc31)[C@@H](CO)N2C(=O)CN1CCOCC1	13.5	-1.3	-3.5	-1.6	-0.6	-2.3	-4.3	6.5
O=C(CC(Sc1ccccc1)c1cccs1)c1ccco1 (configuration not stated)	·	-7.8	43.1	0.3	·	-10.6	·	7.6
CCS(=O)(=O)N1CCCCN2[C@H](CO)[C@@H](c3ccc(-c4ccccc4F)cc3)[C@@H]2C1	-15.6	-1.9	-2.5	-6.3	-0.8	-13.0	29.1	7.2
O=C(c1ccc(F)cc1)N1CCN2C(=O)c3ccccc3C12c1ccccc1 (configuration not stated)	12.5	·	5.9	·	25.1	-18.5	-7.0	5.8
Cc1onc(-c2c(F)cccc2Cl)c1C(=O)OCC(=O)NCc1ccccc1	-35.2	1.9	-4.0	2.7	2.7	-9.4	8.9	-6.3
Cc1noc(C)c1S(=O)(=O)Nc1ccc2c(c1)CC(=O)N([C@@H](C)CO)C[C@@H](C)[C@@H](CN(C)S(=O)(=O)c1cn(C)cn1)O2	1.2	-6.0	37.5	-6.9	31.5	-3.3	-10.3	-5.2
CC(C)(C)CC(C)(C)NC(=O)CSCC(=O)Nc1ccc2ccccc2c1	-17.3	5.5	-0.2	-2.3	9.4	-4.7	·	-8.3
Cc1ccc(S(=O)(=O)N(C)C)cc1NC(=O)COC(=O)C1CC1	7.9	1.9	4.7	1.2	1.8	·	8.8	7.1
C=C(C)c1cccc(C(C)(C)NC(=O)Nc2ccc3[nH]c(=O)[nH]c3c2)c1	-4.7	-1.4	6.0	-0.5	-3.6	-1.1	·	·
Cc1ccc(C2C(C#N)=C(N)Oc3n[nH]c(-c4cccnc4)c32)o1 (configuration not stated)	-9.2	3.3	-5.1	-3.0	26.7	8.0	?	·
Cc1cc(NC(=O)NN2CCOCC2)nn1-c1c(Cl)cccc1Cl	·	·	-1.7	·	·	23.0	-1.6	-3.3
C[C@@H]1CCCCO[C@@H](CN(C)C(=O)Nc2ccc(C(F)(F)F)cc2)[C@H](C)CN([C@H](C)CO)C(=O)c2cc(NS(=O)(=O)c3ccc(Cl)cc3)ccc2O1	12.5	-2.8	·	0.9	17.9	-3.8	88.5*	-2.4
O=C(Cc1ccccc1)N1CC[C@@H]2[C@H]1c1cc(-c3cccc(F)c3)ccc1N[C@@H]2CO	5.2	1.9	4.3	-2.7	-10.9	-2.4	68.1*	13.6
Cc1ccc(S(=O)(=O)NCC[C@@H]2CC[C@H](NC(=O)c3cccc(F)c3)[C@@H](CO)O2)cc1	-0.2	-0.9	-7.8	21.6	-10.6	-9.4	-5.2	10.5
CC(O)CNc1cc(N)c([N+](=O)[O-])cc1[N+](=O)[O-] (configuration not stated)	6.5	·	·	·	-1.5	6.8	-18.8	·
COC(=O)c1c(NC(=O)c2ccoc2C)sc2c1CCC2	13.9	-3.7	·	2.5	·	21.1	·	-16.4
CCCCC(NC(=O)Cc1c(C)c2cc3c(C)c(C)oc3c(C)c2oc1=O)C(=O)O (configuration not stated)	12.9	2.7	-2.8	-1.6	1.1	1.5	12.5	-6.7
Cc1ccc(NC(=O)C2(C)CCN2Cc2ccccc2OC(F)F)cc1 (configuration not stated)	·	4.9	-15.5	0.2	·	·	-4.3	-32.9
CCOC(=O)C1=C(CN2CCCCCC2)NC(=O)NC1c1ccc2c(c1)OCO2 (configuration not stated)	4.4	·	·	·	-19.1	6.2	-1.6	·
O=C(NCC(=O)N(Cc1ccco1)C(C(=O)NC1CCCC1)c1cccnc1)c1cccs1 (configuration not stated)	·	5.0	·	-0.3	·	-6.4	-1.0	-17.1
CCN(CC)Cc1c(O)ccc2c(=O)c(Oc3ccccc3OC)c(C)oc12	-5.3	-0.3	7.5	5.4	-4.6	-0.4	24.3	2.0
O=C(NCc1ccccc1F)[C@@H]1[C@@H](CO)[C@@H]2Cn3c(cccc3=O)[C@@H]2N1CC1CCCC1	-1.2	4.7	3.9	-2.4	-17.1	10.3	8.9	-4.9

# (more compounds)
molecule	INS-1E GSIS act	PglD DTNB	Statin myotox sup	Cneo AK release	LGR2 inh	ARNT TACC3 PPI	PAX8 inh HTS	PGC1a acetyl inh
Cc1noc(C)c1NC(=O)Nc1ccc2c(c1)CC(=O)N([C@@H](C)CO)C[C@@H](C)[C@@H](CN(C)S(=O)(=O)c1ccc(F)cc1)O2	8.0	-0.6	-12.6	-3.7	-6.0	-12.1	-33.2	5.8
CC(=O)c1cccc(NC(=O)NCc2cccs2)c1	·	-0.8	-1.8	1.1	·	29.1	4.7	-1.5
Cc1ccc(NC(=O)c2cnccn2)c(C)c1	3.3	-4.3	-9.3	4.6	4.1	-2.5	-34.0	28.0
COc1ccc(NC(=O)Nc2ccc3c(c2)C(=O)N([C@H](C)CO)C[C@H](C)[C@@H](CN(C)C(=O)Nc2ccc4c(c2)OCO4)O3)cc1	-2.5&-22.4	4.5	13.7	-1.7	5.2&-23.8	-9.5	-38.5&-11.3	7.3&7.7
CCCCC(=O)Nc1ccc(C(=O)OC2CCCCC2)cc1	-16.8	·	·	·	-5.3	-7.0	·	10.6
Cc1nn(C)c(C)c1S(=O)(=O)N1CCC(C(=O)Nc2ccc3c(c2)OCCO3)CC1	3.2	-0.9	-3.9	-4.2	-6.8	·	-93.2	-11.0

# Screening results: PubChem, Broad Institute
